Exocytosis inh – LAMP-1 surface exposure blockers, TALL-104 cells – cell-based, flow cytometry, MLPCN library, primary screen. TALL-104 LAMP-1 surface exposure; cells stimulated with thapsigargin and PMA. inhibition, % at 10 µM. hit rate 0.66% among 360,000. AID 651702, 2012;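 active = inhibition above about 55%, limit read from the data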
ABCB6 inh MLPCN – ABCB6 transporter inhibitors, primary screen, K562-ABCB6 cells, flow cytometry, MLPCN library | ATP-binding cassette sub-family B member 6 (Homo sapiens), Q9NP58 | K562-ABCB6 porphyrin accumulation, 1 h; stronger effect = lower value | fluorescence ratio to DMSO, % at 10 µM | hit rate 0.19% among 360,000;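 active = fluorescence ratio to DMSO below 75%, the collection mean minus 3 SD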;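 note: signal is porphyrin accumulated inside mitochondria; 100% equals median channel fluorescence of DMSO control wells; lower ratio means ABCB6 inhibition with less porphyrin fluorescence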
Target sequence (Q9NP58 whole entry, looked up): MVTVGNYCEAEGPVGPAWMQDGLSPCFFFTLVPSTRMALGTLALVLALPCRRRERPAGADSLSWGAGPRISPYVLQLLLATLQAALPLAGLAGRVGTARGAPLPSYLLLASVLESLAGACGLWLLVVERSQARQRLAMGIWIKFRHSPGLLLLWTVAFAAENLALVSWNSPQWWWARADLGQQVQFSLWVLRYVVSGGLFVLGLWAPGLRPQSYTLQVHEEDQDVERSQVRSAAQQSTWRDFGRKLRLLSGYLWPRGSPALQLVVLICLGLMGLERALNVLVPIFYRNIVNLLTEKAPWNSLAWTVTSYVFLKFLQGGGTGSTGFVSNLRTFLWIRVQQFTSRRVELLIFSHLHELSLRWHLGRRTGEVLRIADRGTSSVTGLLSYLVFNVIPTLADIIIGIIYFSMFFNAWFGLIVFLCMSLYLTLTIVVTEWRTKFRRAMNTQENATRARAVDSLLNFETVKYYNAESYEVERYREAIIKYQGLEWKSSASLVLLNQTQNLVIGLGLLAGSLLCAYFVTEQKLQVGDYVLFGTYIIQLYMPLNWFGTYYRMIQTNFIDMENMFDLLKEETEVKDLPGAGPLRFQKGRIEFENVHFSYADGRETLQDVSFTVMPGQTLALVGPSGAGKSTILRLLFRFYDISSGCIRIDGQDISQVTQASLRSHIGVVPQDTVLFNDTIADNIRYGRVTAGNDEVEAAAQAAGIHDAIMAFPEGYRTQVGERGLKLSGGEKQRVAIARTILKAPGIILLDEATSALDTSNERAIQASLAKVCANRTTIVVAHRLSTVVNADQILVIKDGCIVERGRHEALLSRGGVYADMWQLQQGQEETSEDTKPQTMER
N-glyco inh – increase of ERlucT glycosylation luciferase signal, primary screen, N-linked glycosylation inhibitor project, D54 ERlucT cells, luminescence, set 2 | D54 ERlucT glycosylation luciferase reporter, 24 h; percent of 100 nM tunicamycin response | reporter increase, % at 12.5 µM | hit rate 0.23% among 360,000 | AID 588692, 2011;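 active = mean luciferase reporter signal, scaled so untreated is 0 and the glycosylation-blocking control 100, at or above a set limit in every replicate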;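 note: luciferase carries N-glycosylation sites so blocking glycosylation raises the light; 0% = median of neutral control wells and 100% = median of 100 nM tunicamycin wells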
PDI turbidity – inhibitors of human PDI, primary screen, biochemical, turbidity, single point, plate reader; Protein disulfide-isomerase (Homo sapiens), P07237; PDI insulin aggregation turbidity, A650, 90 min; inhibition, % at 10 µM; hit rate 0.052% among 350,000; AID 588391, 2011;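 active = mean inhibition across replicates of 30% or more, whatever share of single replicates reach that level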;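 note: absorbance from insulin aggregation driven by PDI reduction with DTT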
Cardio protect – cardioprotection against H2O2-induced cell death, primary screen, uHTS, H9c2 cells, ATPLite luminescence | H9c2 cardiomyocytes, H2O2 injury protection, 2 h | protection from H2O2 cell death, % at 20 µM | hit rate 0.63% among 360,000 | AID 588492, 2011;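 active = compounds giving at least 50% protection of heart cells from peroxide-induced death in the single-dose screen, raw or plate-pattern-corrected value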;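 note: 0% = DMSO wells with peroxide and 100% = DMSO wells without peroxide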
Vif imaging – HIV Vif self-association inhibitors, primary screen, imaging, HEK293T, single point; inhibition, % at 7.49 µM; HEK293T cells, Vif self-association by quenched fluorescence, 24 h; AID 602346, 2012; hit rate 0.35% among 340,000; in the data active = inhibition above about 50%, passing the limit was not always enough; note: some results filed as inactive read as strong as hits
aDG glyco act – activators of alpha-DG glycosylation, primary screen, uHTS, Pro5-aDG cells, AlphaScreen; alpha-DG glycosylation AlphaScreen (IIH6); 0% Pro5, 100% B10-LARGE cell signal; activation, % at 10 µM; hit rate 0.22% among 360,000; AID 624168, 2012;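 active = activation of at least 8% versus controls, or a plate z-score of at least 8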;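 note: Pro5 are CHO cells carrying HIG-tagged alpha-DG that lacks glycosylation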
CaV13 ICDI inh – Disruptors of the CACNA1D IQ motif to Ca2+-dependent inactivation inhibitor domain association, primary screening, Förster resonance energy transfer in intact living …. AID 743397. hit rate 0.098% among 340,000. HEK cells, CFP/YFP FRET ICDI-IQ, plate reader, 10 min; percent FRET-ratio fall versus neutral wells. inhibition, % at 12.3 µM;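 active = mean replicate inhibition of at least 30% and at least 1% of replicates passing that level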;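 note: 0% = median of the neutral control wells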
hiPSC survival – enhancers of single-cell hiPSC survival, primary screen, ATPlite luminescence; 100% = ROCK inhibitor wells, 0% = DMSO; survival enhancement, % at 20 µM; hit rate 0.044% among 360,000; in the data active = survival enhancement above about 18%;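 note: cells exposed to compounds for 16 hours before the ATP read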
m5-HT2A agonist – mouse Htr2a agonists via beta-arrestin recruitment, primary screen, cell-based, luminescence. hit rate 0.66% among 360,000. CHO-K1 mHTR2A beta-arrestin complementation; percent of 30 µM serotonin response. activation, % at 7.6 µM. 5-hydroxytryptamine receptor 2A (Mus musculus), P35363. AID 624169, 2012;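 active = activation above a run cutoff, the mean activation of all tested compounds plus 3 SD, cut at about 14% in these data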;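 note: 0% = plate median of compound wells and 100% = 30 µM serotonin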
Numbers without * were called inactive; nt = no result given. Outcome played no part in choosing rows; overall some 3.1% were active at least once.

SMILES	Exocytosis inh	ABCB6 inh MLPCN	N-glyco inh	PDI turbidity	Cardio protect	Vif imaging	aDG glyco act	CaV13 ICDI inh	hiPSC survival	m5-HT2A agonist
CCNC(=O)NC(=O)C(C)N1C(=O)NC(c2ccccc2)(c2ccccc2)C1=O (centres undefined)	4	101	-1	5	2	10	0.0	-4	-0.4	1
Cc1ccc(-c2ccc(CCC(=O)O)n2Cc2ccco2)cc1	2	94	-1	-9	4	5	0.2	-5	-1.0	-1
O=C(Nc1ccccc1)c1ccccc1NC(=O)C(F)(F)F	-6	100	-2	2	-14	-21	0.1	-8	-0.7	-3
COc1cc(/C=N/NC(=O)c2c(-c3ccccc3)noc2C)cc(OC)c1OC	-2	97	0	6	6	-6	0.4	4	4.3	1
Cc1ccc(NC(=O)CNc2cccc(Br)c2)cc1S(=O)(=O)N1CCOCC1	-4	97	-3	-4	-12	-8	0.1	-6	-1.5	8
CCCNC(=S)NC1CC2CCCC(C1)N2CC(C)C (centres undefined)	3	98	-1	1	2	-8	-0.1	-8	0.0	3
Cn1c(=O)[nH]c(=O)c2c1nc(NC1CCCC1)n2Cc1ccccc1	0	104	3	-2	2	-1	0.2	-5	0.0	3
CCOC(=O)C(/C=C(\C#N)C(=O)OCC)=C(/N)N1CCN(c2ccccc2)CC1	0	98	3	1	-8	2	-0.1	nt	-1.8	-1
CC(/C=C/c1ccccc1F)=N\NC(=O)c1ccccc1	-4	98	1	-7	23	1	0.4	1	-1.3	6
COC(=O)c1ccc(S(=O)(=O)N(Cc2ccccc2)Cc2ccccc2)n1C	51	99	-5	-1	1	-9	0.1	-4	-0.6	-6
O=C(NC1CCCCC1NC(=O)c1cccs1)c1cccs1 (centres undefined)	1	88	-1	14	0	5	-0.1	-8	6.2	9
CCOc1ccc(N(C(=O)CNC(=O)c2ccco2)C(C(=O)NC2CCCC2)c2cccnc2)cc1 (centres undefined)	26	107	0	4	5	6	0.0	-2	-0.4	-6
COc1ccc(C(=O)Nc2nc(-c3cccs3)cs2)cc1	-1	93	0	2	1	-14	0.0	-7	-1.0	-3
Brc1ccc(NCc2cccc3ccccc23)nc1	7	95	-3	3	-4	-15	0.3	-5	5.1	-3
CCOc1cc(NC(=S)Nc2cccc(C)c2)c(OCC)cc1NC(=O)CC(C)C	2	104	-2	-1	2	1	0.5	-6	0.8	1
CC(C)NC(=O)Nc1ccc2c(c1)C(=O)N([C@H](C)CO)C[C@H](C)[C@@H](CN(C)Cc1ccc(C(F)(F)F)cc1)OCCCC[C@@H](C)O2	5	102	-2	0	-8	2	0.1	-7	0.3	8
O=C1NC[C@H](CCCCN2CCN(CCc3ccc(O)cc3)C(=O)C2=O)N(CCc2ccc(O)cc2)C1=O	2	92	nt	nt	nt	nt	0.0	-4	0.1	-3
CN(Cc1ccccc1C(F)(F)F)C(=O)C1CCC(=O)N(CC2CCCCC2)C1 (centres undefined)	13	107	-1	6	3	4	0.1	-18	2.4	1
CCOc1ccc2nc(NC(=O)C3CCCN(S(=O)(=O)c4cccs4)C3)sc2c1 (centres undefined)	1	102	-5	4	0	-3	0.3	-1	0.1	10
C[C@@H]1CCCCO[C@H](CN(C)C(=O)Nc2ccc3c(c2)OCO3)[C@H](C)CN([C@@H](C)CO)C(=O)c2cc(NS(=O)(=O)c3ccc(Cl)cc3)ccc2O1	10	96	-1	7	-4	3	-0.4	-5	1.6	-2
C=CCOc1ccc(/C=C(\C#N)C(=O)Nc2ccccn2)cc1OC	8	94	1	-10	4	3	0.0	-2	-0.2	-2
CCCCC(c1nc2ccccc2[nH]1)n1c(-c2ccccc2)nc2ccccc21 (centres undefined)	-4	98	-2	nt	6	-4	0.0	-3	0.9	-2
CN(CC(=O)Nc1ccccc1Cl)C(=O)C1CCN(S(=O)(=O)c2ccc3c(c2)OCCO3)CC1	0	103	3	10	-9	-1	0.1	-5	0.8	-1
CCOC(=O)C1C(=O)NC(N2CCN(c3ccccc3)CC2)=NC1c1ccco1 (centres undefined)	2	79	-1	-4	2	-14	-0.4	-3	0.2	-4
CCOC(=O)C1=C(COC(=O)Cc2c(F)cccc2Cl)NC(=O)NC1C (centres undefined)	2	85	0	5	1	3	-0.3	-5	-0.1	-4

Following part.
SMILES	Exocytosis inh	ABCB6 inh MLPCN	N-glyco inh	PDI turbidity	Cardio protect	Vif imaging	aDG glyco act	CaV13 ICDI inh	hiPSC survival	m5-HT2A agonist
C[C@H](NC(=O)c1nc[nH]c1C(=O)NCCCCCN)C(=O)OC(C)(C)C	44	97	3	0	2	10	0.1	8	-1.5	8
O=C(NCCc1ccccc1C(F)(F)F)C1CCC(=O)N(CCCN2CCCC2=O)C1 (centres undefined)	-5	90	2	7	12	-3	0.1	-21	-0.2	4
CCOc1ccc(OCC)c(NC(=O)CN2CCN(CC(=O)NC(C)C)CC2)c1	2	91	-1	2	2	-3	0.4	-2	0.0	2
N#Cc1c(N)c(C(=O)c2ccccc2)n2c1CCCC2	-3	91	-1	6	0	-2	-0.2	-7	7.6	-1
CCOc1ccc(S(=O)(=O)N2CN(c3cccc(C(C)=O)c3)c3nc4ccccc4nc32)cc1	-2	96	-6	1	-3	-4	-0.3	-10	3.1	1
Cc1ccccc1NC(=O)C(C)OC(=O)CCC(=O)c1ccccc1 (centres undefined)	0	101	4	-19	0	3	0.5	-12	-1.8	10
CC1=C(C(=O)N2CCCCCC2)CC(CC(=O)NC2CCCC2)C(=O)N1CCC1=CCCCC1 (centres undefined)	-13	97	nt	nt	nt	nt	0.0	-13	-1.3	4
COc1ccc(-c2nc3ccc(C(=O)NCCCN4CCOCC4)cc3nc2-c2ccc(OC)cc2)cc1	38	101	-4	2	22	10	0.0	-7	0.2	-6
COc1cc(C(=O)Nc2cccc(S(=O)(=O)N3CCCC3)c2)c([N+](=O)[O-])cc1OC	10	99	0	8	5	0	-0.1	-6	0.2	-2
CN(Cc1nccs1)C(=O)CC1C(=O)NCCN1Cc1ccc(-c2ccccc2)cc1 (centres undefined)	-2	102	0	16	1	-4	0.0	-7	-0.4	2
CC1/C(=C\c2ccc(Cl)cc2)C(=O)C2CC1C2(C)C (centres undefined)	4	95	2	2	-6	-5	0.0	nt	-2.6	3
COc1cc2c(cc1OC)C(Cc1ccccc1[N+](=O)[O-])=NCC2	-8	100	3	4	-6	-6	0.0	-2	-2.9	-4
CC(C)Cn1c(=O)c2ccccc2n2c(CCC(=O)NCC3CCCO3)nnc12 (centres undefined)	-2	101	1	-1	5	-2	-0.1	-14	0.2	-5
O=C(CN1C(=O)CCC1=O)Nc1nc(-c2cccs2)cs1	-2	107	0	-1	19	23	-0.1	-6	-0.7	1
O=C(NCc1ccco1)c1cc(-c2ccccc2)nc2ccccc12	-1	89	1	-3	16	-5	-0.1	-1	-1.9	2
CCOC(=O)c1c(C)[nH]c(=S)c(C#N)c1-c1ccccc1	-1	105	4	6	5	-1	-0.2	-3	1.9	3
O=C(N/N=C/c1cccc(Cl)c1)c1c(O)c2c([nH]c1=O)CCCC2	-4	102	-5	-8	-30	2	0.3	-6	-0.7	-2
CCc1nnc(NC(=O)CCC(=O)N2CCN(CCc3ccccc3)CC2)s1	-2	90	3	5	24	3	0.5	nt	-1.3	-4
CCN(CC)CCN1C(=O)c2ccccc2NC1c1ccccc1F (centres undefined)	3	98	1	-1	6	21	-0.1	-2	0.6	-6
CC(C)(C)n1cc(S(=O)(=O)c2ccccc2)[nH]c1=O	2	97	4	3	0	-12	0.5	-6	-0.7	-1
Cc1cc(NS(=O)(=O)c2ccc(NC(=O)c3cc(-c4cccnc4)nc4ccc(Cl)cc34)cc2)no1	3	102	2	1	0	-11	0.1	-5	-2.1	-1
O=C(COc1ccccc1)NS(=O)(=O)c1ccccc1	6	100	1	6	1	0	-0.1	-4	-0.1	1
Cc1cccc(C(C)C)c1NC(=O)CN1C(=O)NC2(CCc3ccccc32)C1=O (centres undefined)	39	103	0	1	2	-4	0.4	-4	1.0	-9
CCCn1nnc(NC(=S)NC(=O)/C=C/c2ccc(Cl)cc2)n1	-5	95	1	5	-1	4	0.0	-4	-0.9	-3
COC(=O)c1cc(S(=O)(=O)Nc2nn(C)c3cccc(F)c23)oc1C	-4	95	0	12	4	3	0.0	-5	-0.4	2

The list goes on:
SMILES	Exocytosis inh	ABCB6 inh MLPCN	N-glyco inh	PDI turbidity	Cardio protect	Vif imaging	aDG glyco act	CaV13 ICDI inh	hiPSC survival	m5-HT2A agonist
Clc1cccc(Cl)c1COc1ccccn1	-7	96	1	6	2	9	0.2	-5	-1.1	3
Cc1occc1C(=O)Nc1ccccc1C#N	-2	88	0	-3	1	-3	-0.4	-6	-0.5	6
CCc1ccc(OCC(=O)NNC(=O)c2ccc(NC(=O)C3CC3)cc2)cc1	1	100	4	0	-1	2	0.1	nt	-0.3	0
COc1ccccc1Nc1nc(C)nc2c1oc1ccccc12	1	95	-1	-1	-1	-11	0.1	-17	0.4	-1
CCOc1cc(C(=O)Nc2cccc(OCC(=O)N3CCOCC3)c2)cc(OCC)c1OCC	-15	90	1	14	14	-20	-0.3	-7	-0.3	8
C/C(Cl)=C\Cn1c(O)c(N=O)c2ccccc21	-1	107	-4	1	-9	4	-0.5	-4	-1.2	8
COc1ccc(CN2CCCC(C(=O)c3ccc(SC)cc3)C2)cc1Cn1cccn1 (centres undefined)	10	99	-4	-1	-7	-4	0.3	-7	-0.2	-6
COc1ccc(-c2nc3ccccc3o2)cc1OC	6	96	3	12	-5	17	0.0	-5	-0.1	0
COC(=O)c1ccc(CSc2nc3ccccc3c(=O)n2CC(C)C)o1	3	99	1	2	-4	2	0.3	-6	0.4	-1
CC1CC1c1ccc(/C=C(\C#N)C(=O)Nc2ccc(Cl)cc2Cl)o1 (centres undefined)	-3	99	1	1	-6	8	-0.5	-33	6.2	-1
CC1(C)CC(=O)C2=C(C1)OC(/N=C/N1CCOCC1)=C(C#N)C2c1ccccc1 (centres undefined)	-4	95	1	0	23	5	-0.2	-5	-1.2	-4
COc1ccccc1NC(=O)c1ccc(NC(=O)CSc2nncn2C)cc1	1	93	0	15	0	-3	0.4	-5	0.8	4
Cc1occc1C(=O)NC(C)c1ccc2c(c1)OCO2 (centres undefined)	1	106	1	-4	2	nt	0.0	-8	-1.1	0
O=[N+]([O-])c1ccc(/C=N/Nc2nc(N3CCCC3)nc(N3CCCC3)n2)o1	-1	90	6	1	17	-16	0.2	nt	0.2	-1

A section of the results above, for reference:
SMILES	Exocytosis inh	ABCB6 inh MLPCN	N-glyco inh	PDI turbidity	Cardio protect	Vif imaging	aDG glyco act	CaV13 ICDI inh	hiPSC survival	m5-HT2A agonist
CCNC(=O)NC(=O)C(C)N1C(=O)NC(c2ccccc2)(c2ccccc2)C1=O (centres undefined)	4	101	-1	5	2	10	0.0	-4	-0.4	1
Cc1ccc(-c2ccc(CCC(=O)O)n2Cc2ccco2)cc1	2	94	-1	-9	4	5	0.2	-5	-1.0	-1
O=C(Nc1ccccc1)c1ccccc1NC(=O)C(F)(F)F	-6	100	-2	2	-14	-21	0.1	-8	-0.7	-3

Source: PubChem BioAssay (several laboratories)
